Assay outcomes as filed in PubChem BioAssay.
S aureus QS inh = blocks AIP-induced quorum sensing reporter in S. aureus; inhibition, % at 2 µM; S. aureus RN6390 RNAIII-GFP reporter, flow cytometry 3 h; AID 527; actives 0.3% (n = 24,000);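 active means share of bacteria positive for the green fluorescent reporter and its mean brightness both inhibited by 50% or more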;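 further: 0% = AIP-stimulated control and 100% = unstimulated bacteria without AIP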
S aureus QS inh GFP MFI % = also measured in S aureus QS inh; calls as there; inhibition, %; measured here: inhibition of GFP MFI
The depositor's hits bear a star. This is a subset (hit frequency here may not be typical).

S aureus QS inh	S aureus QS inh GFP MFI %	mol
-4	-36	CCCc1cc(C(=O)NCc2ccc(OC)cc2)no1
-1	2	O=C(Nc1ccc(N2C(=O)C3C4C=CC(C4)C3C2=O)cc1)Nc1nncs1 (stereo not given)
-2	-24	Cc1cc(NC(=O)c2cc(C3CC3)on2)n(-c2ccccc2)n1
1	12	COc1cc(S(=O)(=O)N2CCOCC2)ccc1NC(=O)COC(=O)C12CC3CC(CC(C3)C1)C2
0	-1	N#CCCNCC1(c2ccccc2)CCCC1
0	9	Cc1ccc(N(C(=O)c2ccc(S(=O)(=O)N3CCOCC3)cc2)C2C=CS(=O)(=O)C2)cc1 (stereo not given)
0	8	COc1ccc(CN2C(=O)c3cccnc3C2Nc2cc(Cl)c(OC)cc2OC)cc1 (stereo not given)
0	-6	Cc1cc(C)c2c(n1)nn1c(N3CCN(c4cccc(Cl)c4)CC3)cc(C)nc21
12	34	O=C(NCc1ccco1)c1cccc2c1C(=O)N(C1CCCCC1)C2
4	17	Cn1c(SCc2nc(-c3ccc(Cl)cc3)no2)nnc1-c1ccco1
-1	-11	CCCN(CCO)Cc1cccc(Br)c1
0	10	Cc1nn(C(=O)c2cc3sccc3[nH]2)c(C)c1C
-4	-21	CCOC(=O)N1CCC(NC(=O)C2CCC(CNS(=O)(=O)c3ccc(OC)cc3)CC2)CC1 (stereo not given)
-2	-4	C=CCNC(=O)Cn1nc(-c2ccccc2)ccc1=O
16	43	COc1ccc(N2CCN(C(c3cccs3)c3nnnn3C3CCCC3)CC2)cc1 (stereo not given)
-2	-4	Cc1ccc(-n2nc3c(c2NC(=O)c2ccc4c(c2)OCO4)CSC3)cc1
-2	1	O=C(NC1CCCCC1)C1CCCN(S(=O)(=O)c2cccs2)C1 (stereo not given)
-2	-6	CCOC(=O)N1CCC(NC(=O)c2cc(S(=O)(=O)N3CCc4ccccc43)cn2C)CC1
2	6	Cc1cc(C(=O)N2CCN(C(c3ccccc3)c3ccccc3)CC2)on1
2	4	CS(=O)(=O)NCc1csc(-c2ccccc2)n1
7	8	CCOC(=O)CSc1nnc(Cc2cc(=O)[nH]c(=O)[nH]2)n1-c1ccc(Cl)cc1
0	-3	Cc1cnn(C(=S)NCc2ccco2)c1
-3	-17	CCCCCn1c(SCC2CCCO2)nc2cc(C(=O)N3CCC(C(N)=O)CC3)ccc2c1=O (stereo not given)
20	81	Cc1ccc(CN2CCN(CC(=O)NCc3ccc(Cl)cc3)C2=O)cc1
1	30	CCOC(=O)CSc1nnc(CNC(=O)c2cccs2)n1-c1cc(OC)ccc1OC
0	5	CCOC(=O)Cn1c(CCC(=O)O)ccc1-c1ccc(F)cc1
0	5	COc1ccc(N2C(=O)CCC(C(=O)N3CCCCCC3)C2c2ccc(OC)c(OC)c2)cc1 (stereo not given)
1	12	CCCCn1nnnc1SCC(=O)Nc1cccc(C)n1
-2	-17	CCOCC(=O)Nc1ccc(S(=O)(=O)N2CCOCC2)cc1
1	6	O=C(CCC1=NS(=O)(=O)c2ccccc2N1)NC1CCCCCCC1
-2	-5	O=C(NCCc1ccccc1)C1c2ccccc2C(=O)N1C1CC1 (stereo not given)
-3	-4	CCc1nc2nc(C)cc(Nc3cccc(C(F)(F)F)c3)n2n1
1	-2	COc1ccc(NC(=O)C2Cc3ccccc3C(=O)O2)cc1 (stereo not given)
-2	-14	O=C(C1CCN(S(=O)(=O)c2cccnc2)CC1)N1CCN(c2ccccc2Cl)CC1
-2	-3	O=S(=O)(Cc1ccccc1)N1CCN(Cc2ccccc2)CC1
0	-7	CCSc1ccccc1C(=O)Nc1cccc(OC)c1
0	3	O=C(O)c1cnn2c1NC(c1ccc(F)cc1)CC2C(F)(F)F (stereo not given)
1	40	Cc1ccc(S(=O)(=O)NCCCCCC(=O)N(C)C)cc1
0	0	Cc1nc(NCc2ccc3c(c2)OCO3)c2oc3ccccc3c2n1
15	30	O=S(=O)(c1ccc(Br)s1)N1CCN(c2ccccc2)CC1
-2	-8	O=C(NCc1ccc(F)cc1Cl)C1CCN(S(=O)(=O)N2CCC3(CC2)OCCO3)CC1
-4	-4	CCOC(=O)c1cnn(-c2cc(C)c3cc(C)cc(C)c3n2)c1N
-7	-16	Cn1c(C(=O)NCC2CCCO2)cc2oc3ccccc3c21 (stereo not given)
0	4	O=C(CSc1nc2ccccc2o1)N1CCN(C(=O)c2ccco2)CC1
0	0	CC1CCN(CCCNC(=O)c2cn(C)c3ccc(S(=O)(=O)N4CCCC4)cc3c2=O)CC1
-1	-2	O=C(Nc1ccc2c(c1)OCO2)c1cccc2c1C(=O)N(C1CCCCC1)C2
-2	-13	CSc1nc2c(c(=O)n1C)SC(C)C2 (stereo not given)
0	5	COc1ccc(C2C(C(=O)Nc3ccccc3OC)=C(C)Nc3ncnn32)cc1 (stereo not given)
-2	-4	CC(Sc1nnnn1-c1ccccc1)C(=O)Nc1ccc(Cl)cn1 (stereo not given)
-1	12	CNC(=O)CSc1nc2c(c(=O)n(C)c(=O)n2C)n1Cc1ccc(C)cc1

(more compounds)
S aureus QS inh	S aureus QS inh GFP MFI %	mol
2	32	O=C(NCC1CCCO1)C1CCCN(Cc2cnn(-c3ccccc3)c2-n2cccc2)C1 (stereo not given)
5	6	O=C(NCc1ccco1)C1CCN(C(=O)c2cc3sccc3n2Cc2ccc(Cl)cc2)CC1
-2	-9	COc1ccc(N(CC(=O)N2CCC(C)CC2)S(=O)(=O)c2c(C)nn(C)c2C)cc1
0	4	O=C(Nc1ccc(F)cc1)N(Cc1ccco1)Cc1cc2cc3c(cc2[nH]c1=O)OCO3
-1	-1	COC(=O)c1cc(NC2c3ccccc3C(=O)N2CCN2CCOCC2)cc(C(=O)OC)c1 (stereo not given)
1	18	COc1cc(OC)cc(-n2nnnc2SCC(=O)N2CCCC2)c1
0	-9	CS(=O)(=O)N1CCc2cc(S(=O)(=O)Nc3ccc4oc5c(c4c3)CCCC5)ccc21
7	9	COc1ccc(CC(=O)Nc2c3c(nn2-c2ccccc2C)CS(=O)C3)cc1 (stereo not given)
-2	-1	CN(CC(=O)NCCN1CCCCCC1)S(=O)(=O)c1cccc2nsnc12
-1	17	COc1cccc(C(=O)Nc2ccc3nc(N4CCOCC4)cc(C)c3c2)c1
0	8	Cc1ccc(-c2nc(=S)c3c(n2Cc2ccco2)CCCC3)cc1
3	9	Nn1c(CSc2nc3ccccc3o2)nnc1CSc1nc2ccccc2o1
-3	-26	N#CC1=C(N)Oc2n[nH]c(-c3ccc(F)cc3)c2C1c1cccnc1 (stereo not given)
0	0	COc1ccccc1S(=O)Cc1ccc(C(=O)NCCc2ccc(Cl)cc2)o1 (stereo not given)
-3	-32	CCS(=O)(=O)NCc1ccc2[nH]c3c(c2c1)CCCC3
0	-8	Cc1ccc(NC(=O)c2ccccc2F)nc1
-3	-19	O=C(CCCNS(=O)(=O)c1cccc2nsnc12)N1CCCCC1
0	7	CCOC(=O)N1CCC(N2C(=O)c3ccccc3C2Nc2cc(OC)c(OC)c(OC)c2)CC1 (stereo not given)
4	9	O=C1CC(SC(=Nc2ccccc2)Nc2ccccc2)C(=O)N1c1cccc2ccccc12 (stereo not given)
-1	-2	Cc1nn(-c2ccc(F)cc2)c2nc(N)c(C#N)c(-c3cccs3)c12
-2	3	CCN1CCCC1CN=Cc1c(O)n(-c2ccccc2)c(=O)c2ccccc12 (stereo not given)
0	6	CCOc1ccccc1NC(=O)Cn1c(=O)n(CCC(=O)NC2CCCC2)c(=O)c2ccccc21
-4	-9	CCc1ccc2c(CN(CC)Cc3nc4ccccc4c(=O)[nH]3)cc(=O)oc2c1
-2	-5	COc1ccc(N2C(=O)CC(NC3CC3)C2=O)cc1 (stereo not given)
-1	6	CC(C)(C)n1nnnc1CN(Cc1ccco1)Cc1cc2cc3c(cc2[nH]c1=O)OCO3
-1	2	Cc1n[nH]c(C)c1S(=O)(=O)N1CCCC(C(=O)N2CCc3ccccc32)C1 (stereo not given)
-2	0	COC(=O)c1ccccc1NC(=O)C1CCCN(c2nnc(-n3cccc3)s2)C1 (stereo not given)
3	15	CCOC(=O)C1CCCN(C(=O)CCn2nc(-c3ccccc3)ccc2=O)C1 (stereo not given)
0	9	c1ccc(CC2CCN(Cc3nc(-c4ccccc4)no3)CC2)cc1
-7	-22	O=C(O)CC1C(=O)OCN1C(=O)OCc1ccccc1 (stereo not given)

A stretch taken from the entries so far:
S aureus QS inh	S aureus QS inh GFP MFI %	mol
-4	-36	CCCc1cc(C(=O)NCc2ccc(OC)cc2)no1
-1	2	O=C(Nc1ccc(N2C(=O)C3C4C=CC(C4)C3C2=O)cc1)Nc1nncs1 (stereo not given)

More entries follow:
S aureus QS inh	S aureus QS inh GFP MFI %	mol
0	-1	CCCn1cc(SCC(=O)NCc2ccco2)c2ccccc21
-2	3	COc1ccc(-c2cc(C(=O)Nc3ccc(C)cc3)no2)cc1
0	9	Nc1nnnn1/N=C/c1ccccc1OCc1ccc(Cl)cc1Cl
7	21	Cc1nnc(SCC(=O)N2CCC(C(=O)Nc3nccs3)CC2)n1Cc1ccccc1
7	13	CN(C)c1ccc(C2C=C(c3ccc(Cl)cc3OC(F)F)Nc3ncnn32)cc1 (stereo not given)
1	3	O=C(CC1Nc2ccccc2NC1=O)NCC1COc2ccccc2O1 (stereo not given)
2	10	CC1(C(=O)NC2CCCCCC2)CCC(=O)N1Cc1ccc2c(c1)OCO2 (stereo not given)
6	20	C=CCn1cc(Cl)c(=O)n(CC=C)c1=O
1	4	COc1ccc(OC)c(S(=O)(=O)Nc2ccc(OCC(=O)O)cc2)c1
4	12	Cc1cc(NC(=O)CS(=O)(=O)c2cn(Cc3cccc(F)c3)c3ccccc23)no1
-1	-1	CC(C)Oc1ccc(N2CC(C(=O)Nc3ccc4c(c3)OCO4)CC2=O)cc1 (stereo not given)
1	3	CC(C)COC(=O)C1C2C=CC3(CN(C4CCCC4)C(=O)C13)O2 (stereo not given)
-4	-7	O=C1CCCC2=C1C(c1ccsc1)CC(=O)N2c1ccccc1 (stereo not given)
-5	-8	CCC(=O)Oc1ccc(C(CC)C(CC)c2ccc(OC(=O)CC)cc2)cc1 (stereo not given)
-1	-1	Cn1c(N2CCC(C(N)=O)CC2)nc2c1c(=O)n(Cc1ccc(Br)cc1)c(=O)n2C
0	14	CCNc1nc(N2CCOCC2)nc(N(c2ccccc2)c2ccccc2)n1
-2	-10	Cc1ccc(Cn2ccc(NC(=O)c3cc(-c4cccc(Cl)c4)on3)n2)cc1
-5	0	CCOC(=O)CNC(=O)CSc1nnc(Cn2c(=O)sc3ccccc32)n1C
5	10	Nc1nc2n(n1)C(c1ccc(Cl)cc1)CC(c1ccc(F)cc1)N2 (stereo not given)
1	18	COc1ccc(S(=O)(=O)Cc2ccc(C(=O)NCc3cccnc3)o2)cc1
-2	-5	CC#CCCCC(=O)Nc1cc(OC)nc(OC)n1
10	10	CCCc1cc(C(=O)NCCc2ccccc2)no1
0	6	COc1ccc(S(=O)(=O)Cc2ccc(C(=O)NCc3ccccn3)o2)cc1
0	5	CC1CCN(C(=O)CSc2nc3c(cnn3-c3ccccc3)c(=O)[nH]2)CC1
-2	-6	COc1ccc(C2C(C(=O)N3CCN(c4ccc(OC)cc4)CC3)c3ccccc3C(=O)N2C)cc1 (stereo not given)
0	6	COc1ccc(S(=O)(=O)Nc2ccccc2OC)cc1C
-1	-2	O=C(NCC1COc2ccccc2O1)c1ccc(NC(=O)c2ccco2)cc1 (stereo not given)
2	4	COc1ccc(Cl)cc1N1C(=O)C2CCCN2C1c1ccc(F)c(F)c1 (stereo not given)
-1	-18	O=C(C1CCCO1)N1CCN(C(c2ccccc2)c2ccccc2)CC1 (stereo not given)
-2	-9	CN1C(=O)OC2(C)CCc3ccccc3C12C (stereo not given)
-3	-10	COc1cc(C)c(-c2cc(C(=O)O)c(C)o2)cc1C(C)C

Ordered by molecular weight (falling): some entries from above.
S aureus QS inh	S aureus QS inh GFP MFI %	mol
-2	-6	COc1ccc(C2C(C(=O)N3CCN(c4ccc(OC)cc4)CC3)c3ccccc3C(=O)N2C)cc1 (stereo not given)
-1	-1	Cn1c(N2CCC(C(N)=O)CC2)nc2c1c(=O)n(Cc1ccc(Br)cc1)c(=O)n2C
7	21	Cc1nnc(SCC(=O)N2CCC(C(=O)Nc3nccs3)CC2)n1Cc1ccccc1
4	12	Cc1cc(NC(=O)CS(=O)(=O)c2cn(Cc3cccc(F)c3)c3ccccc23)no1
-5	0	CCOC(=O)CNC(=O)CSc1nnc(Cn2c(=O)sc3ccccc32)n1C
7	13	CN(C)c1ccc(C2C=C(c3ccc(Cl)cc3OC(F)F)Nc3ncnn32)cc1 (stereo not given)
-2	-10	Cc1ccc(Cn2ccc(NC(=O)c3cc(-c4cccc(Cl)c4)on3)n2)cc1
0	6	COc1ccc(S(=O)(=O)Cc2ccc(C(=O)NCc3ccccn3)o2)cc1
0	5	CC1CCN(C(=O)CSc2nc3c(cnn3-c3ccccc3)c(=O)[nH]2)CC1
-1	-1	CC(C)Oc1ccc(N2CC(C(=O)Nc3ccc4c(c3)OCO4)CC2=O)cc1 (stereo not given)
2	4	COc1ccc(Cl)cc1N1C(=O)C2CCCN2C1c1ccc(F)c(F)c1 (stereo not given)
-1	-2	O=C(NCC1COc2ccccc2O1)c1ccc(NC(=O)c2ccco2)cc1 (stereo not given)
0	14	CCNc1nc(N2CCOCC2)nc(N(c2ccccc2)c2ccccc2)n1
2	10	CC1(C(=O)NC2CCCCCC2)CCC(=O)N1Cc1ccc2c(c1)OCO2 (stereo not given)
1	4	COc1ccc(OC)c(S(=O)(=O)Nc2ccc(OCC(=O)O)cc2)c1
1	3	O=C(CC1Nc2ccccc2NC1=O)NCC1COc2ccccc2O1 (stereo not given)
-1	-18	O=C(C1CCCO1)N1CCN(C(c2ccccc2)c2ccccc2)CC1 (stereo not given)
5	10	Nc1nc2n(n1)C(c1ccc(Cl)cc1)CC(c1ccc(F)cc1)N2 (stereo not given)
-4	-7	O=C1CCCC2=C1C(c1ccsc1)CC(=O)N2c1ccccc1 (stereo not given)
1	3	CC(C)COC(=O)C1C2C=CC3(CN(C4CCCC4)C(=O)C13)O2 (stereo not given)
0	6	COc1ccc(S(=O)(=O)Nc2ccccc2OC)cc1C
-3	-10	COc1cc(C)c(-c2cc(C(=O)O)c(C)o2)cc1C(C)C
-2	-5	CC#CCCCC(=O)Nc1cc(OC)nc(OC)n1
10	10	CCCc1cc(C(=O)NCCc2ccccc2)no1
-2	-9	CN1C(=O)OC2(C)CCc3ccccc3C12C (stereo not given)
